From PubChem
aGlu spleen mod – inhibitors or activators of human alpha-glucosidase in spleen homogenate | AID 2112 | human spleen homogenate, 4-MU-alpha-glucoside fluorescence | 240,000 compounds, 0.006% hits | Potency, µM (highest dose often 79.9 µM), inactives show at the top dose activity change, negative = inhibition, hits mostly inhibitors;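 further: 0% = enzyme with vehicle and -100% = no enzyme basal signal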
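Compounds were titrated against alpha-glucosidase in spleen homogenate at pH 5.0, with 1 mM 4-methylumbelliferyl substrate for 40 min at 37 C. Reactions were quenched with pH 10 NaOH/glycine and fluorescence measured.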
GLA spleen mod – inhibits or activates alpha-galactosidase in human spleen homogenate; human spleen homogenate, 4MU-alpha-Gal fluorescence, 40 min; Potency, µM (doses to about 80 µM), inactives show at the top dose activity change, negative = inhibition, hits mostly inhibitors; 240,000 compounds, 0.008% hits; AID 2107; P06280;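 further: 0% = enzyme with vehicle and -100% = no enzyme basal signal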
Target sequence (P06280 32-429 limits assumed): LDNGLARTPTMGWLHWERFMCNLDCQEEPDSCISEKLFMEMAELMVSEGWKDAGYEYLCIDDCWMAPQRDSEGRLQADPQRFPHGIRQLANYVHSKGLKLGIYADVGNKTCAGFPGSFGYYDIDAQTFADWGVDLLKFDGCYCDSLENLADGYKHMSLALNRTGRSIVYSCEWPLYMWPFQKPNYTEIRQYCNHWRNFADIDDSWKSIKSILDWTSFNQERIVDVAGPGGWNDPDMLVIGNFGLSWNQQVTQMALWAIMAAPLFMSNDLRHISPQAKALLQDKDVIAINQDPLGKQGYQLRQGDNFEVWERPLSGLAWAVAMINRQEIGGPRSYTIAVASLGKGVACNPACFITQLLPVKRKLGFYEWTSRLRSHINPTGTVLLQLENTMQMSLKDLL
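Fluorogenic readout (Ex 365/Em 440 nm) of 4-methylumbelliferone released from 1 mM 4-MU-alpha-galactoside by spleen homogenate, 40 min at 37C, pH 5.0. Data normalized to no-enzyme and enzyme controls; Hill-equation AC50 from compound titrations.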
Epigenetic derep – epigenetic control regulation, reporter derepression. murine LDR cells, GFP reporter derepression, 30 h. Potency, µM (doses to about 53.9 µM), without a hit: at the highest dose GFP activation, most hits filed as activators. 280,000 compounds, 0.2% hits. AID 1865; further: % of control where 0% means no effect; nearly all actives have a fitted effect of over 60% in size
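Murine LDR cells bearing a silenced CMV-driven GFP reporter were exposed to compound for 30 h at 37 C. After PBS washes, GFP-positive cells (20-120 um objects) counted by laser-scanning microplate cytometry.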
GAA inh – inhibitors of human lysosomal alpha-glucosidase | Potency, µM (doses to about 76.9 µM), for the others: top-dose activity change, negative = inhibition, most hits filed as inhibitors | P10253 | purified human GAA, 4-MU-alpha-glucoside fluorescence | 200,000 compounds, 0.005% hits;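 further: plate controls were uninhibited enzyme wells for no effect and no-enzyme background for full effect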
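Compounds are titrated up to 77 uM against 4 nM human enzyme. Substrate 4-methylumbelliferyl-alpha-D-pyranoside (400 uM) reacts 20 min at room temperature in pH 5.0 buffer; liberated 4-methylumbelliferone is read at 440 nm.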
ALDH1A1 inh – inhibitors of human aldehyde dehydrogenase 1A1; Purified ALDH1A1, NADH fluorescence, propionaldehyde substrate; Potency, µM (doses to about 75.3 µM), for inactives: top-dose activity, negative = inhibition, most hits filed as inhibitors; 220,000 compounds, 7.3% hits; AID 1030; active means well fitted inhibition curve with a large enough effect, not every such curve was filed as active; inconclusive means small, poorly fitted or top-dose-only effect, or another doubt; inactive means no such curve, though single readings can be large or run the other way;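 further: plate controls were no enzyme wells and a reference inhibitor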
Tau fluor cs – counter-screen for tau fibril formation inhibitors; tau K18 P301L (four-repeat tau fragment) Alexa594 fluorescence, heparin fibrillization; Potency, µM (doses to about 57.7 µM), for inactives: top-dose activity change, negative = decrease; 280,000 compounds, 0.93% hits; AID 1463; further: on the % scale 0 is the no-effect control and ±100 the full control effect; nearly all actives have a fitted effect of over 55% in size
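Human K18 P301L tau (15 uM unlabeled plus 0.24 uM Alexa 594-labeled, final) in 100 mM sodium acetate pH 7 was mixed with compound and 20 uM heparin and incubated 6 hr at 37 C.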
GAA glycogen – GAA glycogen-cleavage inhibition or activation; P10253; recombinant GAA, glycogen substrate, Amplex Red glucose oxidase fluorescence; Potency, µM (titrated, usually from 76.4 µM), inactives show at the highest dose activity change, negative = inhibition, most hits filed as inhibitors; 300,000 compounds, 0.38% hits;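 further: 0% = full enzyme reaction and -100% = no-enzyme basal signal; the screen sought inhibitors and activators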
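Recombinant enzyme (4 nM final) with compounds titrated up to 77 uM and bovine liver glycogen (30 ug) in citrate pH 5.0, 0.01% Tween-20, 37 C 40 min. Released glucose detected by Amplex Red/glucose oxidase (Ex 573/Em 610); AC50 from Hill fits.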
NPSR antag – neuropeptide S receptor (human) antagonism, cAMP | CHO-NPSR cells, cAMP TR-FRET, antagonist mode | Q6W5P4 | AID 1461 | 220,000 compounds, 1% hits | Potency, µM (top dose mostly 38.3 µM), for inactives: top-dose activity change, negative = inhibition, actives largely listed as inhibitors; further: on the % scale 0 is the no-effect control and ±100 the full control effect; nearly all actives have a fitted effect of over 50% in size; many of its hits are not listed in these tables
Target sequence (Q6W5P4 whole entry, looked up): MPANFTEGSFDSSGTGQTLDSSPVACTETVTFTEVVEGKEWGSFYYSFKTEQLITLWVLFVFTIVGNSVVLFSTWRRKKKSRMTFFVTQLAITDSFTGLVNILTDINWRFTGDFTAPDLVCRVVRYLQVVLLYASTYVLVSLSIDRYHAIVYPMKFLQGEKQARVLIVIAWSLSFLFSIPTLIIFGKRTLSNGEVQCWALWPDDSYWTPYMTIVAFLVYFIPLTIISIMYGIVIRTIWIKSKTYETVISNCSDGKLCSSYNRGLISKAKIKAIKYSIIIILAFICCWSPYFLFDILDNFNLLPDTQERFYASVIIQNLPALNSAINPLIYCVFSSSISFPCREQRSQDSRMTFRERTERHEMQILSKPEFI
An asterisk follows results filed as active; ? = inconclusive; . = not tested or not shown; & = joins results of further samples; [ ] = remark or other dose. Unless noted, the call rests on the fitted dose curve; in most records, active means well fitted curve in the direction sought with a large enough effect; inconclusive means small, poorly fitted or top-dose-only effect, or another doubt; inactive means no such curve, though single readings can be large; an effect the other way counts as inactive or inconclusive. Potency means the concentration at half of the fitted maximal effect. These rows are one share of the data. The share of hits here may be higher or lower than overall.

Below each compound – GAA inh	Epigenetic derep	GLA spleen mod	GAA glycogen	aGlu spleen mod	ALDH1A1 inh	Tau fluor cs	NPSR antag
- Cc1ccccc1-c1nc(CN2CCCC(C(=O)NCCCN3CCOCC3)C2)c(C)o1 (configuration not stated)
 : ?	3.0%	-1%	15%	-7%	9%	2%	5%[46.1 µM]
- Cn1c(=O)c2c(nc(CN3CCN(C(=O)c4ccco4)CC3)n2CCCc2ccccc2)n(C)c1=O
 : -7%	1.8%	3%	-17%	-9%	1.3µM*	-12%	-18%[46.1 µM]
- CCOC(=O)c1c(C)n(OCc2ccccc2)c2ccc3nonc3c12
 : ?	0.0%	9%	2%	-2%	?	-25%	-24%[46.1 µM]
- O=C(Nc1ccccc1N1CCN(c2ccccc2)CC1)C1CCCCC1
 : -3%	0.0%	-4%	-9%	4%	-12%	-3%	-21%[46.1 µM]
- COc1ccccc1CN(CC(=O)NCc1ccco1)C(=O)CNS(=O)(=O)c1ccc(C)cc1
 : -8%	-1.0%	11%	6%	7%	22µM*	-5%	-4%[46.1 µM]
- O=C(N/N=C/c1ccc([N+](=O)[O-])o1)c1ccncc1
 : -17%	0.0%	-2%	-8%	-4%	-4%	1%	28%
- CCN(CC)CCCN(C(=O)c1cccs1)c1nc(-c2ccc(OC)cc2)cs1
 : -15%	-1.1%	7%	1%	1%	?	-25%	-10%[46.1 µM]
- CC(C)(CO)NC(=O)CC1C(=O)NCCN1Cc1ccc(-c2ccccc2)cc1 (configuration not stated)
 : 8%	1.6%	4%	4%	3%	-2%	1%	-7%
- O=C(N/N=C/c1ccc2c(c1)OCO2)C(=O)Nc1ccc2ccccc2c1
 : 11%	2.6%	7%	-16%	11%	10%	-2%	7%
- Cc1ccc(NC(=O)CCS(=O)(=O)c2cccc3nonc23)cc1
 : 1%	4.3%	-4%	-20%	4%	?	-1%	2%
- O=C(COc1nncc2ccccc12)Nc1ccc(F)c(F)c1
 : -11%	-2.1%	1%	1%	3%	3%	-4%	3%
- O=C(Nc1ccccn1)c1ccc([N+](=O)[O-])cc1Cl
 : 0%	2.0%	-3%	17%	-4%	23%	2%	24%
- FC(F)(F)Oc1ccc(-c2cn3cccnc3n2)cc1
 : ?	0.0%	-6%	-4%	7%	?	-12%	19%
- CC(=O)N1CCc2cc(S(=O)(=O)CCC(=O)N3CCN(C(=O)c4ccco4)CC3)ccc21
 : 2%	1.1%	-1%	7%	-5%	32µM*	6%	-17%[46.1 µM]
- COc1ccc(C2NC(=O)c3sc4nc(C)c(C(C)=O)c(-c5ccc(Cl)cc5)c4c3N2)cc1 (configuration not stated)
 : ?	-2.0%	7%	-2%	4%	?	-8%	?
- CCOC(=O)N1CCC(NC(=O)CN2C(=O)COc3ccc(C(C)(C)C)cc32)CC1
 : 3%	1.0%	-12%	3%	-6%	7%	-7%	-16%[46.1 µM]
- COC(=O)[C@H]1C[C@@H]1[C@H](NC(=O)c1ccccc1)c1ccccc1
 : 5%	6.7%&3.6%	-1%&-1%	7%	-2%&-6%	8.9µM*	-20%&-17%	4%
- COCCn1c(C)cc(C(=O)COc2ncnc3ccc(Br)cc23)c1C
 : 5%	6.3%	-7%	3%	-1%	-1%	-6%	-14%
- Cn1c(SCc2nc3ccccc3n2CCO)nc2ccccc21
 : -3%	-1.1%	1%	1%	4%	5%	2%	-3%[46.1 µM]
- COCCNC(=S)N/N=C(\C)c1ccc(-n2ccnc2)cc1
 : -1%	?	-10%	-25%	-4%	2%	-4%	-3%[46.1 µM]
- FC(F)(F)c1cccc(N2CCN(CC3CC=CCC3)CC2)c1 (configuration not stated)
 : -9%	0.7%	-9%	-3%	-11%	-16%	-8%	?
- COC(=O)C(NNc1ccccc1)(NC(=O)c1ccc(F)cc1)C(F)(F)F (configuration not stated)
 : -9%	-2.3%	13%	?	-5%	?	-14%	-10%[46.1 µM]
- O=C(NCc1ccc(Cl)cc1)c1cnccn1
 : 0%	1.9%	-4%	16%	0%	5%	-2%	?
- CCN(CC)CCn1c2ccccc2c2nc(C)sc21
 : -3%	-1.1%	20%	0%	-14%	2%	-1%	-11%[46.1 µM]
- COc1ccc(-c2ccnc(SCC(=O)c3ccc(Cl)cc3)n2)cc1
 : 7%	-1.1%	3%	2%	1%	0%	?	0%
- NC(=O)CC(NC(=O)Cc1ccc(Br)cc1)c1ccc(NCCc2ccc(Cl)cc2)c([N+](=O)[O-])c1 (configuration not stated)
 : .	15%	2%	0%	8%	.	?	-19%
- CCn1nc(C)c(C2C(C#N)=C(N)Oc3n[nH]c(C)c32)c1C (configuration not stated)
 : -11%	1.1%	2%	-16%	1%	1%	3%	9%
- CCCCNC1CCS(=O)(=O)C1 (configuration not stated)
 : -4%	3.0%	4%	10%	-4%	9%	-6%	-6%[46.1 µM]
- CCOC(=O)c1cccc(NC(=O)c2cccs2)c1
 : -6%	-0.9%	-7%	7%	1%	13%	-1%	17%[46.1 µM]
- CCOC(=O)CNC(=S)N(Cc1ccccc1)Cc1cccnc1
 : 4%	3.9%	4%	-1%	4%	?	-3%	-3%

8 successive records out of the list so far, quoted:
Below each compound – GAA inh	Epigenetic derep	GLA spleen mod	GAA glycogen	aGlu spleen mod	ALDH1A1 inh	Tau fluor cs	NPSR antag
- FC(F)(F)c1cccc(N2CCN(CC3CC=CCC3)CC2)c1 (configuration not stated)
 : -9%	0.7%	-9%	-3%	-11%	-16%	-8%	?
- COC(=O)C(NNc1ccccc1)(NC(=O)c1ccc(F)cc1)C(F)(F)F (configuration not stated)
 : -9%	-2.3%	13%	?	-5%	?	-14%	-10%[46.1 µM]
- O=C(NCc1ccc(Cl)cc1)c1cnccn1
 : 0%	1.9%	-4%	16%	0%	5%	-2%	?
- CCN(CC)CCn1c2ccccc2c2nc(C)sc21
 : -3%	-1.1%	20%	0%	-14%	2%	-1%	-11%[46.1 µM]
- COc1ccc(-c2ccnc(SCC(=O)c3ccc(Cl)cc3)n2)cc1
 : 7%	-1.1%	3%	2%	1%	0%	?	0%
- NC(=O)CC(NC(=O)Cc1ccc(Br)cc1)c1ccc(NCCc2ccc(Cl)cc2)c([N+](=O)[O-])c1 (configuration not stated)
 : .	15%	2%	0%	8%	.	?	-19%
- CCn1nc(C)c(C2C(C#N)=C(N)Oc3n[nH]c(C)c32)c1C (configuration not stated)
 : -11%	1.1%	2%	-16%	1%	1%	3%	9%
- CCCCNC1CCS(=O)(=O)C1 (configuration not stated)
 : -4%	3.0%	4%	10%	-4%	9%	-6%	-6%[46.1 µM]

Following part:
Below each compound – GAA inh	Epigenetic derep	GLA spleen mod	GAA glycogen	aGlu spleen mod	ALDH1A1 inh	Tau fluor cs	NPSR antag
- O=C(NNc1ccc(F)cc1F)C1CCC1
 : .	0.0%	0%	?	-1%	.	7%	10%
- COC(=O)c1ccc(C2/C(=C(\O)c3ccc(OC)c(C)c3)C(=O)C(=O)N2c2cc(C)on2)cc1 (configuration not stated)
 : -16%	-3.5%	0%	11%	1%	1%	-9%	?
- CCN(CC)CCOc1c(C)cccc1Cl
 : -1%	1.1%	5%	5%	-3%	-13%	-6%	13%
- CCOc1ccc(NC(=O)CC2NCCNC2=O)cc1 (configuration not stated)
 : -4%	3.5%	7%	3%	-2%	9%	-12%	-5%[46.1 µM]
- COc1ccc2c(c1)c1ncn(CCCN3CCOCC3)c(=O)c1n2C
 : ?	-3.7%	?	-2%	11%	?	-9%	-6%[46.1 µM]
- COC(=O)C1=C(C)NC2=C(C(=O)CC(C)(C)C2)C1c1cccc(C)n1 (configuration not stated)
 : ?	2.2%	30%	-10%	5%	?	-1%	-5%[46.1 µM]
- COC(=O)c1c(NC(=O)COC(=O)c2ccc(C)s2)sc2c1CCCCC2
 : 5%	2.0%	0%	4%	5%	?	-4%	-42%
- COc1ccc(CC(=O)n2nc(-c3cccnc3)nc2N)cc1
 : -16%	-1.0%	-1%	-6%	7%	5%	2%	-3%[46.1 µM]
- CN(C)CCCNC(CC(=O)Nc1cccc([N+](=O)[O-])c1)C(=O)O (configuration not stated)
 : -4%	0.9%	2%	2%	-5%	5%	-7%	9%
- N#CC1=C(N)NC(SCC(=O)Nc2ccccc2)=C(C#N)C12CCCC2
 : -7%	-1.9%	-20%	-14%	-5%	4.5µM*	?	-28%[46.1 µM]
- Cc1ccc(N/N=C2/CCCNC2=O)cc1
 : -12%	-1.0%	4%	?	4%	22µM*	-6%	17%[46.1 µM]
- O=[N+]([O-])c1cc(C(F)(F)F)ccc1NCCc1c[nH]c2ccccc12
 : ?	?	1%	-13%	8%	-6%	10µM*[quencher]	?
- N#CC1=C2SCN(c3ccccc3)CN2C(=O)CC1c1cccs1 (configuration not stated)
 : -1%	1.0%	-7%	-10%	-8%	3.2µM*	-19%	-16%[46.1 µM]
- CNC(=S)N(CCc1c(C)[nH]c2ccc(C)cc12)Cc1cc(OC)c(OC)c(OC)c1
 : ?	-2.6%	1%	0%	-3%	12%	?	-24%
- COc1ccc(C(CC(=O)N2CCCCC2)c2c(OC)cc(OC)c3ccc(=O)oc23)cc1 (configuration not stated)
 : .	-4.8%	0%&-1%	1%	-1%&6%	.	-18%	-8%
- COc1cc(-c2nn3c(-c4ccco4)nnc3s2)cc(OC)c1OC
 : -1%	-0.9%	0%	2%	3%	11%	1%	-6%[46.1 µM]
- COc1cc2c(cc1OC)CN(C(=O)c1ccc(S(=O)(=O)N3CCCCC3)cc1)CC2
 : -5%	-1.5%	-8%	6%	-2%	?	4%	12%
- O=C(O)c1cccc(Nc2nc(C(F)(F)F)nc3ccccc23)c1
 : 12%	-1.9%[10.1 µM]	15%	1%	-3%	-6%	6%	-2%
- Cc1ccc2nc(COc3ccc(N(C)S(=O)(=O)c4ccccc4)cc3)cc(=O)n2c1
 : -4%	-1.4%	12%	-4%	5%	?	-29%	-13%
- COc1ccc(C(=O)Nc2ccc(Cl)cc2C(=O)N2CCCC(C)C2)cc1 (configuration not stated)
 : -1%	2.6%	22%	-5%	-2%	?	-15%	?
